From PubChem BioAssay
AID inhibitor: blocks human AID cytidine deaminase activity; Q9GZX7; AID deamination FRET fluorescence, UDG-coupled, 4 h; Potency, µM (series often up to 115 µM), without a hit: at the highest dose activity change, negative = inhibition, most hits filed as inhibitors; 91,000 tested, 0.32% active; AID 1347428; note: nearly all actives have a fitted effect of over 25% in size
Target sequence (Q9GZX7 whole entry, looked up): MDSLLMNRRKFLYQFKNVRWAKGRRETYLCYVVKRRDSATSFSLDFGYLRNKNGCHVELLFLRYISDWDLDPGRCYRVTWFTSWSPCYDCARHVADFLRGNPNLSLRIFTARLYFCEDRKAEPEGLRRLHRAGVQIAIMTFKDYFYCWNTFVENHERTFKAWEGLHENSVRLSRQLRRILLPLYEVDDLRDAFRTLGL
UDG counterscr: counter-screen for AID inhibitors: uracil-DNA glycosylase inhibition; FRET deamination/UDG coupled assay, UDG read, 4 h; Potency, µM (titrated, usually from 115 µM), inactives show at the highest dose activity change, negative = inhibition, usual class: inhibitors; 91,000 tested, 0.14% active; AID 1347430; note: nearly all actives have a fitted effect of over 65% in size
Starred values were filed as active, the others as inactive; ? = inconclusive; & = joins results of further samples; [ ] = dose if it differs, or a comment. Calls come from the whole dose curve; as a rule, active = well fitted curve in the direction sought with a large enough effect; inconclusive = small, poorly fitted or top-dose-only effect, or another doubt; inactive = no such curve, though single readings can be large; an effect the other way counts as inactive or inconclusive. % is set by controls: 0 for no effect and ±100 for the full control effect; potency is the fitted concentration of half-maximal effect. These rows are one share of the data; rates above refer to the full screens.

No.	Compound	UDG counterscr	AID inhibitor
1	COc1cccc2c1Oc1ncccc1N(c1ccc(C(=O)NCc3cccc(C)c3)s1)C2	-6%	-1%
2	CC(NC(=O)CNC(=O)OCc1ccccc1)C(N)=O (configuration not stated)	5%	-1%
3	COc1ccc2cc3cc(C(=O)N4CCN(c5ccccc5F)CC4)oc3nc2c1	-6%	?
4	O=C(CSC1=Nc2ccccc2C2=NC(CCC(=O)NC3CCCCC3)C(=O)N12)Nc1cccc(C(F)(F)F)c1 (configuration not stated)	-6%	4%
5	CC(CC(=O)O)c1ccc(C(F)(F)F)cc1 (configuration not stated)	-6%	-9%
6	Cc1ccc(CC(=O)NCc2cccs2)cc1	0%	1%
7	COc1cccc(CNC(=O)C(=O)NCC(c2cccs2)S(=O)(=O)c2cccs2)c1 (configuration not stated)	?	-2%
8	Cc1ccc(Nc2c(-c3cccs3)nc3nc(C)cc(C)n23)cc1	-24%	?
9	CN(C)CCN(Cc1ccccc1)S(=O)(=O)c1ccc(-c2cc(C(F)(F)F)on2)s1	-15%	?
10	Cc1cc(C)cc(NC(=O)C2CCN(c3nnc(-n4c(C)ccc4C)s3)CC2)c1	-6%	4%
11	CCOCCCNC(=O)c1ccc(-c2nc(CS(=O)(=O)c3ccccc3)c(C)o2)cc1	-11%[57.5 µM]	-3%[57.5 µM]
12	COC(=O)[C@@H](N)Cc1ccc(O)c(O)c1	-1%	9%
13	C=CCNc1nc(C(=O)OCC(=O)NCC(=O)Nc2c(C)cc(C)cc2C)cs1	2%	3%
14	Cc1cc(C)c(OCC(=O)N(Cc2cccc(F)c2)Cc2ccco2)c(C)c1	-2%[57.5 µM]	?
15	O=S(=O)(c1ccccc1)c1nc(-c2ccc(F)cc2)oc1N1CCOCC1	-15%&-19%	?
16	CC(C)NC[C@@H](O)c1ccc(NS(C)(=O)=O)cc1	-9%	-6%
17	CCOc1ccc(NC(=O)Nc2cccc(C)n2)cc1	-9%	3%
18	O=C(CSc1nnnn1Cc1ccccc1)N1CCN(S(=O)(=O)c2ccc3c(c2)CCC3)CC1	-9%	-13%
19	N#CCOc1ccc(C(=O)/C=C/c2cccc(Br)c2)cc1	-2%	-18%
20	O=C(NCc1ccc(C(=O)N2CCCCC2)cc1)c1cccc(C(F)(F)F)c1	2%	-2%
21	O=C(CCC(=O)c1ccc2c(c1)OCCCO2)OCc1ccccc1Cl	7%	6%
22	COc1ccc(NC(=O)Cn2c(=O)nc(-c3ccccc3)c3ccccc32)cc1OC	-1%	11%
23	COc1ccccc1NC(=O)CC1SC(c2cc3ccccc3oc2=O)=NC1=O (configuration not stated)	-3%	19%
24	Cc1ccc(Cl)cc1N1CCN(C(=O)CN2C(=O)COc3ccc(S(=O)(=O)N4CCCCCC4)cc32)CC1	15%	22%
25	COc1ccc2oc(-c3ccccc3C)cc(=O)c2c1	3%	-13%
26	Cc1ccc(NC(=O)/C(C#N)=C\c2ccc(Cl)cc2Cl)cc1C	-9%	10%
27	COc1cc(OC)c(NC(=O)COc2ccccc2-c2nnc(-c3ccccc3)o2)cc1Cl	-23%	-5%
28	Cc1cccc(NC(=O)c2nc3ccccc3nc2N2CCCC2)c1	3%	-13%
29	Cc1ccc(C)c(Cn2nc(C)n3c(cc4cc(C)ccc43)c2=O)c1	-5%	-25%
30	Cc1oc(-c2ccccc2)nc1C(=O)OCC(=O)NC1(C#N)CCCCC1	-4%	1%
31	Cc1cccc(C(=O)Oc2ccc(C3(c4ccc(OC(=O)c5cccc(C)c5)cc4)OC(=O)c4ccccc43)cc2)c1	-7%	-4%
32	COc1cc(OC)c(NC(=O)c2csc3c2CCC(C)C3)cc1Cl (configuration not stated)	-2%	3%
33	COc1cc(OC)c(OC)cc1CNc1sc2c(c1C(=O)Nc1ccccc1OC)CCC2	8%	198%[activator]
34	CCCC(=O)Nc1cc(C(=O)NCc2ccc(OC)cc2)ccc1S(=O)(=O)c1ccc(Cl)cc1	-10%[57.5 µM]	-9%
35	COc1cc([C@H]2[C@@H]3CCCC[C@]3(O)CCN2Cc2cccc(F)c2)ccc1O	4%	10%
36	O=C(NCC(c1ccc(Cl)cc1)N1CCCCC1)c1ccc(F)cc1 (configuration not stated)	9%	-5%
37	CC1CCN(C(=O)c2cc(-c3cccc(Cl)c3)on2)CC1	45%[activator]	-16%
38	CCOc1ccc(C(=O)/C=C/c2ccccc2O)cc1	6%	-3%
39	OCCN1CCN(c2ncnc3c2c(-c2ccccc2)cn3-c2ccc(F)cc2)CC1	2%	-6%
40	CCC(=O)N(CCC(c1ccccc1)c1ccc2c(c1)OCO2)Cc1ccc(OC(C)C)cc1 (configuration not stated)	-3%	-19%
41	O=C(COC(=O)COc1ccccc1Cl)Nc1ccccc1OC(F)F	1%	3%
42	COC(=O)c1ccccc1NC(=O)Cn1nnc(-c2ccc(OC)cc2)n1	-7%	10%
43	N#Cc1nc(-c2ccc(F)cc2)oc1N1CCCC1	-5%	1%
44	O=C(NC(c1ccc(Cl)cc1)c1cccnc1)C1CCCCC1 (configuration not stated)	-4%	-3%
45	Cc1oc(CO)cc1C(=O)OC(C)C(=O)Nc1cc(F)ccc1F (configuration not stated)	3%	-5%
46	CCOc1ccc(C(=O)Nc2nnc(S(=O)(=O)Nc3ccccc3)s2)cc1	20%	-11%
47	Cc1ccc(-n2nc(C)c3c(C)cc(=O)n(CC(=O)N4CCCc5ccccc54)c32)cc1	11%	-9%
48	CCOC(=O)c1c(C)oc2nc(C)nc(N3CCN(c4cccc(C(F)(F)F)c4)CC3)c12	-7%	14µM*
49	CCOC(=O)C1CCCCN1S(=O)(=O)c1csc(C(N)=O)c1 (configuration not stated)	66%[activator]	3%
50	Fc1ccc(Nc2nc(-c3ccc(F)cc3)c3c(n2)-c2ccccc2OC3)cc1	15%	14%
51	O=C(CN1C(=O)CSc2ccc(S(=O)(=O)N3CCOCC3)cc21)NCCCN1CCCCC1	9%	1%
52	COc1ccc(C(=O)NCc2nnc(SCC(=O)Nc3ccccc3)n2-c2ccc(F)cc2)cc1	-12%	?
53	CCCn1c(=O)c2sccc2n2c(CCCC(=O)NCc3ccccc3)nnc12	-8%	3%
54	O=C(CNC(=O)c1nn(Cc2ccccc2)c(=O)c2ccccc12)Nc1ccc(F)c(F)c1	5%	4%
55	NC(=O)NC(=O)CCN1CCOC(c2ccc(Br)cc2)C1 (configuration not stated)	4%	-1%
56	CCCNC(=O)C1=CC(c2ccc3c(c2)OCO3)=NS(=O)(=O)N1C	-4%	6%
57	Cc1ccc2nc(-c3ccc(O)cc3)sc2c1	-11%	0%
58	O=C(Nc1ccc(-n2cccn2)c(F)c1)C1CCCN(C(=O)c2ccco2)C1 (configuration not stated)	-3%	-10%
59	COc1ccc(C(=O)COc2ccc3c(=O)c(Oc4cccc(OC)c4)c(C)oc3c2)cc1	-12%	-12%
60	C/C=C/C=C/C(=O)NCc1ccc(C(=O)NC)cc1	13%	0%

Next section:
No.	Compound	UDG counterscr	AID inhibitor
61	Cc1noc(-c2ccccc2OCC(=O)Nc2cccc([N+](=O)[O-])c2)n1	48%[activator]	11%
62	COc1cccc(CNC(=O)C(CC(C)C)NS(=O)(=O)c2ccc3c(c2)oc(=O)n3C)c1 (configuration not stated)	?	-24%
63	O=C(NCc1ccc2c(c1)OCO2)c1ccc2c(c1)N(Cc1c(F)cccc1Cl)C(=O)c1ccccc1S2	-3%	-1%
64	Cc1ccc(S(=O)(=O)[C@H]2CS(=O)(=O)C[C@@H]2N2CCN(c3cccc(Cl)c3)CC2)cc1	-4%	-9%
65	Cc1c(C(=O)NCc2ccccc2)sc2nc3n(c(=O)c12)CCC3	-6%	-13%
66	CSC1=N/C(=C\c2cccc(Cl)c2Cl)C(=O)S1	-6%	-5%
67	O=C(OCc1ccccc1Cl)c1cccc(O)c1	5%	-6%
68	Cc1ccc2c(c1)cc(C(=O)Nc1ccccc1C)n2C	-9%	6%
69	O=C1CCCC2=C1C(c1cc(Cl)ccc1OCc1ccc([N+](=O)[O-])cc1)C1=C(CCCC1=O)O2	5%	-6%
70	CCOC(=O)CSc1nc2ccccc2c(=O)n1CCc1ccc(OC)c(OC)c1	11%	-9%
71	c1ccc(OCCNC2CCCC2)cc1	-6%	-9%
72	COc1ccc([N+](=O)[O-])cc1NC(c1nnc(-c2ccccc2)o1)c1ccccc1F (configuration not stated)	?	52%[activator]
73	CC(C)S(=O)(=O)c1oc(-c2ccc(F)cc2)nc1S(=O)(=O)c1ccc(F)cc1	3%	4%
74	CC(C)c1ccc(CN(c2ccc3nnc(C(F)(F)F)n3n2)C2CC2)cc1	-14%	-19%
75	Cc1ccc(NC(=O)c2c(C(=O)Nc3ccccc3)sc3nc(C)cc(=O)n23)c(C)c1	-15%	7%
76	O=C(NCC#Cc1cccc(C(F)(F)F)c1)c1ccc(=O)[nH]c1	-6%	-5%
77	COc1ccc(-n2cc3c(c2-c2cccc(Br)c2)c(=O)n(C)c(=O)n3C)cc1OC	?	65%[activator]
78	CC1=C(c2ccc(C)cc2)S(=O)(=O)N(Cc2ccc(C(=O)Nc3ccc(F)cc3C)cc2)C1=O	-23%	-1%
79	CCOc1ccc(NC(=O)CSc2nnc(NC(=O)Nc3ccccc3)s2)cc1	0%	19%
80	COc1ccc(C(=O)Oc2cc(C)ccc2C(C)C)cc1Br	4%	-3%
81	O=C(/C=C/c1cccs1)N(Cc1ccco1)C1CC1	4%	3%
82	Cc1c(-c2ccccc2)[nH]c2ccc(Cl)cc12	-8%	-13%
83	CCC(NC(=O)CCc1c(C)nc(SC)nc1C)c1ccc(Br)cc1 (configuration not stated)	-17%	-16%
84	COc1ccc(N2CCN(S(=O)(=O)c3ccc(-c4ccno4)cc3OC)CC2)cc1	7%	?
85	N#Cc1ccc(CCC(=O)NCc2ccc(F)cc2)cc1	-6%	-10%
86	O=C(O)/C=C/C(=O)Nc1ccc(N2CCOCC2)cc1	-2%	19%
87	COC(=O)c1ccc(-c2ccc(/C=C(/C#N)c3nc4ccc(C)cc4[nH]3)o2)c(C)c1	-11%	-9%
88	Cc1ccc(Nc2nc(NCCO)nc3c2cnn3C)cc1Cl	2%	-2%
89	COc1ccc(Cc2nc3ccccc3n2Cc2ccccc2F)cc1	-7%[57.5 µM]	-6%
90	COc1cc2ccccc2cc1C(=O)Nc1cccc(-c2nc3cc(C)c(C)cc3o2)c1C	-1%[57.5 µM]	11%[57.5 µM]

Arranged by molecular weight (ascending): three of the compounds above
No.	Compound	UDG counterscr	AID inhibitor
88	Cc1ccc(Nc2nc(NCCO)nc3c2cnn3C)cc1Cl	2%	-2%
89	COc1ccc(Cc2nc3ccccc3n2Cc2ccccc2F)cc1	-7%[57.5 µM]	-6%
87	COC(=O)c1ccc(-c2ccc(/C=C(/C#N)c3nc4ccc(C)cc4[nH]3)o2)c(C)c1	-11%	-9%

The results go on:
No.	Compound	UDG counterscr	AID inhibitor
91	O=C(NCCN1CCOCC1)c1nn2c(C(F)(F)F)cc(-c3ccccc3)nc2c1Br	1%	-12%
92	O=C(NCCc1ccccc1Cl)C1CCN(c2nc3ccccc3nc2C(F)(F)F)CC1	-12%	10%
93	COC(=O)c1sc(=S)n(-c2cccc(C(F)(F)F)c2)c1N	-2%	11%
94	CCN(CC)CCOC(=O)C1(C2CCCCC2)CCCCC1	-2%	-3%
95	CN(CC(=O)NC(=O)NC(C)(C)C)c1ccccc1	5%	1%
96	CN(CC(=O)NC1(C#N)CCCC1)CC1CCCCC1	2%	-2%
97	Cc1ccccc1CNC(=O)C1CCN(c2nn3cc(-c4ccc(F)cc4)nc3s2)CC1	-25%	3%
98	COc1ccc(-c2c(C)c3ccc(OS(=O)(=O)c4ccc(F)cc4)cc3oc2=O)cc1OC	13%	7%
99	Cc1ccc(-c2nnn(CC(O)COc3cc(C)ccc3C)n2)cc1 (configuration not stated)	-11%	-18%
100	Cc1oc(-c2ccccc2)nc1CC(=O)N(C)c1ccccc1	-4%	-10%
101	O=C(c1cc2sccc2n1Cc1ccccc1F)N1CCOCC1	-4%	-8%
102	Cn1c(CC(=O)Nc2ccccc2Cl)nnc1SCc1nc2ccccc2c(=O)[nH]1	-19%	6%
103	Cc1nc2cc(F)cc(C(=O)NCC3CCC3)c2nc1C	3%	-11%
104	Nc1ccc2[nH]ccc2c1	-9%	45%[activator]
105	Cc1nc(-c2ccc(Cl)cc2)sc1CCNC(=O)C(=O)Nc1ccccc1C#N	-7%	5%
106	Cc1ccc(-n2c(SCC(=O)NCc3ccc(F)cc3)nc3c([nH]c4ccccc43)c2=O)cc1	-9%	-3%
107	O=C(O)CCc1ccc(-c2ccc(Cl)cc2)n1-c1cccc(C(F)(F)F)c1	28%	-29%
108	C[n+]1cccc(C(=O)N=S(C)C)c1	4%	6%
109	CCNC(=O)c1c(C)oc2ncn(C)c(=O)c12	?	25%
110	CCn1c(SCC(=O)Nc2ccc3ccccc3c2)nnc1-c1cc2ccccc2o1	8%	-3%
111	CCC(C)NC(=O)CSCc1nc(-c2ccc(C)cc2)oc1C (configuration not stated)	0%	-12%
112	COC(=O)c1c(NC(=O)C2c3ccccc3Oc3ccccc32)sc2c1CCC(C(C)(C)C)C2 (configuration not stated)	0%	?

3 entries drawn at random from those above:
No.	Compound	UDG counterscr	AID inhibitor
20	O=C(NCc1ccc(C(=O)N2CCCCC2)cc1)c1cccc(C(F)(F)F)c1	2%	-2%
94	CCN(CC)CCOC(=O)C1(C2CCCCC2)CCCCC1	-2%	-3%
46	CCOc1ccc(C(=O)Nc2nnc(S(=O)(=O)Nc3ccccc3)s2)cc1	20%	-11%
